# L3MBTL1 block = inhibitors of human L3MBTL1 | Q9Y468 | AlphaScreen L3MBTL1–H3K9me1 peptide binding | Potency, µM (titrated, usually from 57.1 µM), inactives show at the top dose activity, negative = inhibition, most hits filed as inhibitors | 230,000 compounds, 0.66% hits; active means well fitted inhibition curve with a large enough effect; further: nearly all actives have a fitted effect of over 60% in size
# Target sequence (Q9Y468 whole entry, looked up): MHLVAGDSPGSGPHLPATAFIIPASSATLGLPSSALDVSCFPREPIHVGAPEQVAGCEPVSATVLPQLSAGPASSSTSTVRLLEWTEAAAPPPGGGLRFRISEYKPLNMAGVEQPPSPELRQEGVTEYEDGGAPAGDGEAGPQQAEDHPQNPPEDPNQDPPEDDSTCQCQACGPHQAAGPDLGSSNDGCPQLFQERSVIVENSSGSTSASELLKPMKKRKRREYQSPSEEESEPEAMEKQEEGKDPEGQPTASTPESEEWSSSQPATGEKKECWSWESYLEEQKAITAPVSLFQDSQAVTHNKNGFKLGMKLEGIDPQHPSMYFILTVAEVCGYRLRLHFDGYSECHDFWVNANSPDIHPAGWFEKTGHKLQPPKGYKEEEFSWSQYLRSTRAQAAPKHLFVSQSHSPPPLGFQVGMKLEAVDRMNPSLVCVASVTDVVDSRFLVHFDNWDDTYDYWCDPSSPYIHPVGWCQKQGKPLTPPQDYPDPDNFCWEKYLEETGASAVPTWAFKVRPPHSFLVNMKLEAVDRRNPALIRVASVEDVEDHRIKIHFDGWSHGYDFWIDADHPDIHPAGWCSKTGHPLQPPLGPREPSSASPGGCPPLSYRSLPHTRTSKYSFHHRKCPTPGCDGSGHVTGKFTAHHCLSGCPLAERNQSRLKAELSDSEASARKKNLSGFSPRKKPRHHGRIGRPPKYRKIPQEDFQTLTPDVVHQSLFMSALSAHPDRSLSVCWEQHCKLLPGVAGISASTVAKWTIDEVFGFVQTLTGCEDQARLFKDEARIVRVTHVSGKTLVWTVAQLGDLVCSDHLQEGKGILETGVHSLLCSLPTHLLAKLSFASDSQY
#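 L3MBTL1 (50 nM) pre-complexed 30 min with biotinylated H3(1-15)K9me1 peptide (75 nM), then compounds added for 30 min at room temperature; AlphaScreen streptavidin donor/nickel chelate acceptor beads (10 ug/mL final) read after 30 min dark incubation.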
# * marks the source's active call; other numbers are inactive results; [ ] = dose if it differs, or a comment. On the % scale 0 is the no-effect control and ±100 the full control effect; potency means the concentration at half of the fitted maximal effect. The list is partial; count on the stated rates, not on these rows.
SMILES,L3MBTL1 block
CN=C1S/C(=C\c2ccc(OCC(=O)OC)c(OC)c2)C(=O)N1C,-3.7%
C[C@H](CO)N1C[C@H](C)[C@@H](CN(C)C(=O)NC2CCCCC2)Oc2ccc(NC(=O)c3ccncc3)cc2C1=O,9.4%
CCOc1ccc(CCN2C(=O)c3ccc(C(=O)O)cc3C2=O)cc1OCC,-2.7%
Cc1c(Cl)cccc1NC(=O)CCN1CCN(C)CC1,9.8%
COc1ccc(C(=O)NCC(c2ccccc2)N2CCCC2)cc1S(=O)(=O)N1CCOCC1 (stereo not drawn),-1.8%
COc1ccccc1NC(=S)NC(=O)Cc1ccc(Cl)cc1,4.9%
CC1CC(C)CN(S(=O)(=O)c2ccc(NC(=O)CN3CCCCCC3)cc2)C1 (stereo not drawn),6.6%
Cc1csc(SC(C)C(=O)Nc2ccccc2C)n1 (stereo not drawn),6.9%
Cc1cc(C)cc(C(=O)NC(CC(N)=O)c2ccc(N3CCN(c4ccccc4)CC3)c([N+](=O)[O-])c2)c1 (stereo not drawn),-5.6%
O=C(O)c1cn(Cc2ccccc2)c2ccc(Cl)cc2c1=O,-6.6%
COCCn1c(SCC(=O)NC2CC2)nnc1-c1ccc(Cl)cc1,-1.2%
CN(C)C(=O)c1ccc(NC(=O)COC(=O)C2=COCCO2)cc1,-6.3%
Cc1sc2ncnc(N3CCC(C(=O)Nc4ccc(S(N)(=O)=O)cc4)CC3)c2c1C,-12.1%
CCCc1cc(=O)n2[nH]cc(-c3ccc(Cl)cc3)c2n1,14.0%
COC(=O)[C@@H](Cc1ccccc1)N(Cc1ccccc1)S(=O)(=O)N(Cc1ccccc1)[C@H](Cc1ccccc1)C(=O)OC,17.6%
O=C(NCC(=O)N1CCCC(C(F)(F)F)C1)c1ccc2ccccc2c1 (stereo not drawn),-2.1%
COc1ccc(-c2cc(C(=O)N3CC(C)CC(C)C3)c3ccccc3n2)cc1OC (stereo not drawn),3.9%
COc1ccc(-c2nn(CCC#N)cc2C(=O)Nc2cccc(C(=O)O)c2)cc1OC,3.9%
NS(=O)(=O)c1ccc(NC(=O)CCCCCN2C(=O)c3ccccc3C2=O)cc1,-0.2%
CCN(CC)CCNC(=O)c1ccc(NC(=O)C2CC(=O)N(c3ccc4c(c3)OCCO4)C2)cc1 (stereo not drawn),-5.0%
O=C(N/N=C/c1cccc([N+](=O)[O-])c1O)C(O)(c1ccccc1)c1ccccc1,16.6%
CC(=O)c1c(C)[nH]c(C(=O)CN2CCN(S(=O)(=O)c3ccccc3)CC2)c1C,-21.8%
COc1ccc(-c2c(-c3cc(OC)cc(OC)c3)n(C)c3ccc(-c4ccc5[nH]ccc5c4)cc23)cc1,-11.8%
CCC(=O)c1ccccc1OCCCCn1cncn1,-0.2%

# Structural class: the entries above with two or more sulfur atoms.
SMILES,L3MBTL1 block
Cc1csc(SC(C)C(=O)Nc2ccccc2C)n1 (stereo not drawn),6.9%
Cc1sc2ncnc(N3CCC(C(=O)Nc4ccc(S(N)(=O)=O)cc4)CC3)c2c1C,-12.1%

# Carrying on.
SMILES,L3MBTL1 block
C[C@H](CO)N1C[C@H](C)[C@@H](CN(C)C(=O)Nc2ccccc2)Oc2c(NC(=O)Nc3ccc(C(F)(F)F)cc3)cccc2C1=O,-2.6%
Cc1cc(N2CCN(C(=O)c3cccs3)CC2)c(F)cc1[N+](=O)[O-],-9.1%
Cc1c(CN2CCN(CC(C)(C)C)C(CCO)C2)[nH]c2ccccc12 (stereo not drawn),-7.4%
O=C(CN1CCN(CN2C(=O)NC3(CCCCCC3)C2=O)CC1)Nc1cccc(F)c1,7.5%
Clc1ccc(OCCCCCN2CCOCC2)cc1,1.0%
O=C(Cn1cnc2c(NC(=O)OCc3ccccc3)ncnc21)NCc1ccccn1,-0.6%
COc1ccccc1CNC(=O)CN(C)CC(=O)Nc1ccc(F)c(F)c1F,2.9%
O=C(CCNC(=O)c1ccc(Cl)cc1)Nc1cccc(S(=O)(=O)N2CCCCCC2)c1,-7.9%
CC(C)N1CCN(Cc2cc3ccccc3[nH]2)CC1CCO (stereo not drawn),5.0%
COc1ccc(NC(=O)CN2C(=O)COc3ccccc32)cc1OC,-0.2%[2.29 µM]
CCS(=O)(=O)c1ccc2oc(SCC(=O)c3c(N)n(C4CC4)c(=O)[nH]c3=O)nc2c1,1.9%
CS(=O)(=O)c1ccc(C(=O)N2CCN(C(=O)c3ccco3)CC2)cc1,13.9%

# The final 2 entries of the section before are carried over, then new ones follow:
SMILES,L3MBTL1 block
CCS(=O)(=O)c1ccc2oc(SCC(=O)c3c(N)n(C4CC4)c(=O)[nH]c3=O)nc2c1,1.9%
CS(=O)(=O)c1ccc(C(=O)N2CCN(C(=O)c3ccco3)CC2)cc1,13.9%
CC(=O)NCc1ccc(C(=O)COC(=O)COc2ccccc2)s1,-8.6%
CN(c1ccccc1)S(=O)(=O)c1ccc(Cl)c(C(=O)NCC(c2ccco2)N2CCCC2)c1 (stereo not drawn),-0.6%
COc1ccc(-c2nn(-c3ccccc3)cc2C(=O)NC2CCC(C)CC2)cc1 (stereo not drawn),-2.5%
NC(=O)C1CCN(C(=O)CCSCc2ccc(Cl)c(Cl)c2)CC1,5.2%
O=C(O)[C@@H]1CCCN1S(=O)(=O)c1cccc(S(=O)(=O)N2CCC[C@H]2C(=O)O)c1,2.9%
COc1cc(CN2CCN(S(=O)(=O)c3ccccc3)CC2)cc(OC)c1OC,4.7%
COc1ccc(N2CCN(C(=O)Cc3ccc(C)cc3)CC2)cc1,-10.0%
CC(C)C[C@H](NC(=O)c1nc[nH]c1C(=O)NC1CCNCC1)C(=O)OCc1ccccc1,-6.5%
O=C(/C=C/c1cccc([N+](=O)[O-])c1)OCC(=O)N1CCOCC1,9.9%
Cc1ccc(NC(=O)C(=O)NCC2CCCN2S(=O)(=O)c2cccs2)cc1C (stereo not drawn),4.7%
CC(C)CN(C(=O)C1CCCO1)C1CCS(=O)(=O)C1 (stereo not drawn),6.2%
C[C@H](CO)N1C[C@H](C)[C@@H](CN(C)S(=O)(=O)c2cccs2)Oc2ccc(NC(=O)Nc3ccc4c(c3)OCO4)cc2C1=O,-24.4%
O=S(=O)(c1ccc(Cl)nc1)N1CCC(Cc2ccccc2)CC1,-3.7%
COc1ccc(S(=O)(=O)N2CCCCCC2)cc1NS(=O)(=O)c1cc(C(=O)O)cc(C)c1C,1.7%
CC(C)CN(C(=O)CCNC(=O)c1ccc([N+](=O)[O-])cc1)C1CCS(=O)(=O)C1 (stereo not drawn),4.5%
COC(=O)c1ccc(COC(=O)CNC(=O)c2cccc(OC)c2)o1,3.5%
CSCCC(NC(=O)c1ccco1)C(=O)NCC1CCCO1 (stereo not drawn),2.6%
Cn1c(SCC(=O)NN2C(=O)NC(C)(c3ccccc3)C2=O)nnc1-c1ccncc1 (stereo not drawn),-1.7%
O=C(CSc1cccc[n+]1[O-])Nc1ccc(Br)cc1Br,1.3%
Cc1ccnc(NC(=O)c2cccc(S(=O)(=O)N3CCCc4ccccc43)c2)c1,-4.1%
COc1ccccc1Cn1c(=O)oc2ccc(C)cc21,12.8%
COc1cc(-c2noc(C)c2C#Cc2ccccn2)cc(OC)c1OC,-0.5%
CC(C)(C)OC(=O)N1CCCC(C(=O)Nc2cccc(C(=O)N3CCCC3)c2)C1 (stereo not drawn),-2.8%
N#CCSc1nc(-c2ccccc2)nc2ccccc12,4.9%

# An excerpt of these results, with values ahead of the structure.
L3MBTL1 block | smiles
12.8% | COc1ccccc1Cn1c(=O)oc2ccc(C)cc21
-0.5% | COc1cc(-c2noc(C)c2C#Cc2ccccn2)cc(OC)c1OC
-2.8% | CC(C)(C)OC(=O)N1CCCC(C(=O)Nc2cccc(C(=O)N3CCCC3)c2)C1 (stereo not drawn)

# New compounds follow:
SMILES,L3MBTL1 block
COc1ccc(C2/C=C\CC(NS(=O)(=O)c3ccc(C)cc3)CC(=O)N2Cc2ccccc2F)cc1 (stereo not drawn),-11.4%
Cc1ccc(S(=O)(=O)N2CCCCC2CCNC(=O)C(=O)Nc2ccccc2F)cc1 (stereo not drawn),-5.7%
O=C(CCc1nc(-c2ccccc2)no1)Nc1cccc(C(=O)NC2CC2)c1,1.8%
CCOC(=O)c1cccc(N2CC3CNC(=O)C2(C(=O)OC)N3C)c1 (stereo not drawn),1.1%
COc1ccc(-c2noc(CCC(=O)N3CCN(c4cccc(Cl)c4)CC3)n2)cc1,-4.4%
Cc1cccnc1NC(=O)c1ccc2c(c1)OCO2,-2.5%
O=C(NNC(=O)C1CC=CCC1)c1ccccc1Cl (stereo not drawn),1.1%
CC(NC(=O)c1ccco1)c1ccc(-n2ccnc2)cc1 (stereo not drawn),-6.1%
COc1ccc(S(=O)(=O)Nc2cccc(S(=O)(=O)N3CCCC3)c2)cc1OC,5.1%
O=C(COC(=O)c1cccc(F)c1)Nc1ccc(Cl)cn1,5.0%
Cn1c(=O)n(CCO)c(=O)c2c1nc(Br)n2Cc1ccccc1,-1.1%
CC1CCCC(C)N1C(=O)COC(=O)c1cncc(Br)c1 (stereo not drawn),5.6%
CC(=O)NC12CC3CC(C1)CC(C(=O)OCC(=O)Nc1c(F)cccc1F)(C3)C2,0.0%
CCOC(=O)c1c(NC(=O)CC)sc2c1CCN(Cc1ccccc1)C2,-2.8%
CCOC(=O)c1ccccc1NC(=O)Cc1ccc(OC)c(S(=O)(=O)N2CCOCC2)c1,0.3%
CCOc1ccc(NC(=O)CCC(=O)c2ccc(F)cc2)cc1,5.9%
C/C(=C\COc1ccc2ccc(=O)oc2c1)CC[C@@H](O)C(C)(C)O,3.8%
O=C(NNC(=O)c1cc(-c2ccccc2)nc2ccccc12)c1csc(N2CCOCC2)n1,-7.1%
CCC(=O)c1ccc(OCC(=O)Nc2ccc3c(c2)OCCO3)cc1,1.2%
CC(=O)c1ccc(NC(=O)CN2C(=O)NC(C)(c3ccc4c(c3)OCCO4)C2=O)cc1 (stereo not drawn),-5.8%
Cc1ccc(-c2nc(CS(=O)(=O)CC(=O)NCc3cccc(F)c3)c(C)o2)cc1,-1.1%
COc1ccc(Cl)cc1NC(=O)CN(C)C(=O)c1cn(-c2ccccc2)nc1-c1cccnc1,-2.5%
O=C(CN1C(=O)NC2(CCCC2)C1=O)NCc1ccc(Cl)cc1,9.7%
CCc1ccccc1NC(=O)C(Cc1ccccc1)c1nn[nH]n1 (stereo not drawn),-2.6%[2.29 µM]
CC1CCCCC12NC(=O)N(CC(=O)N1CCN(S(=O)(=O)/C=C/c3ccccc3)CC1)C2=O (stereo not drawn),-6.5%
CCCCN(C(=O)C1CCC1)c1c(N)n(CCC)c(=O)[nH]c1=O,7.3%
COc1ccc2[nH]c(C(=O)N3CCC(CO)(Cc4cccc(C(F)(F)F)c4)CC3)c(C)c2c1,-2.5%
CC1(c2ccc(OC(F)F)cc2)NC(=O)N(CC(=O)NC2CCCC2)C1=O (stereo not drawn),3.9%
CCc1ccc(Nc2n[n+](-c3ccccc3)c(-c3ccc(N(CC)CC)cc3)s2)cc1,-12.0%
Cc1ccc(C)c(NC(=O)C(=O)NCC2CCCN2S(=O)(=O)c2cccs2)c1 (stereo not drawn),-12.9%
CC(=O)C[C@H](O)CC(=O)[C@H]1OC(=O)CCCCCCc2ccccc21,-0.5%
Clc1ccc(CN2CC[C@H]3C=CCc4cccc(c43)C2)cc1,13.0%
O/N=C/c1cc2ccccc2n1Cc1ccccc1F,0.5%
O=C(COC(=O)C1=COCCO1)Nc1ccc(F)c(F)c1,7.0%
Cc1ccc(OCC(=O)N2CCC3(CC2)CC(=O)c2ccccc2O3)cc1,8.6%
Cc1ccc(C(=O)OCC(=O)Nc2ccccc2)cc1S(=O)(=O)N1CCCCC1,-3.5%

# Given tab-delimited: entries from further up
Compound	L3MBTL1 block
Cc1ccc(C)c(NC(=O)C(=O)NCC2CCCN2S(=O)(=O)c2cccs2)c1 (stereo not drawn)	-12.9%
Cc1ccc(C(=O)OCC(=O)Nc2ccccc2)cc1S(=O)(=O)N1CCCCC1	-3.5%
Clc1ccc(CN2CC[C@H]3C=CCc4cccc(c43)C2)cc1	13.0%

# New compounds follow
SMILES,L3MBTL1 block
CCCN(Cc1nnc(-c2cccs2)o1)C(=O)CN1C(=O)NC2(CCC(C)CC2)C1=O (stereo not drawn),5.4%
O=C(CN1CCCC1)Nc1cccc(Cl)c1Cl,3.7%[2.29 µM]
COc1cc(C(=O)OCc2csc(CC(=O)Nc3ccccc3C)n2)ccc1OCC(C)C,-13.1%
CC1CC(=O)Nc2ccccc2N1C(=O)COc1cc(Cl)ccc1Cl (stereo not drawn),9.8%
COc1ccc(OC)c(N2C(=O)c3cccnc3C2=O)c1,-11.1%
COc1ccc(C(=O)Oc2ccc(/C=N/NC(=O)c3cccnc3)cc2OC)cc1,5.0%
COc1ccc(-c2c(C#CC(C)(C)O)c3ccccc3n2C)cc1,-1.0%
Cc1ccc(C(=O)CCC(=O)OCC(=O)Nc2ccccc2SCC#N)cc1,-2.1%
CCN(Cc1ccccc1)C(=O)c1oc2ccc(C)cc2c1C,17.5%
O=C(NCCc1ccccc1)C1CCCN1C(=O)Nc1cccc(Cl)c1 (stereo not drawn),3.6%
CCOc1ccc(CNCCCSc2ncccn2)cc1OC,6.9%
CC(OC(=O)/C=C/c1ccc2ccccc2n1)C(=O)NCc1ccccc1 (stereo not drawn),3.8%
Cc1ccc(S(=O)(=O)N2CCN(C(=O)COC(=O)C3CCC3)CC2)cc1,4.2%
Cn1nc(C(=O)Nc2cccc(S(=O)(=O)N3CCCCC3)c2)c2ccccc2c1=O,-12.2%
Cc1ccc(S(=O)(=O)N2CCN(C(=O)COC(=O)/C=C/c3ccccc3F)CC2)c(C)c1,-0.5%
COc1ccccc1CNS(=O)(=O)c1cc(C(=O)NCC2CCCO2)c(Cl)cc1Cl (stereo not drawn),3.7%
O=C(COC(=O)CC1Sc2ccccc2NC1=O)NCc1ccccc1 (stereo not drawn),-14.7%
CCN(CC(=O)Nc1c(F)cccc1F)C(=O)c1cc(S(=O)(=O)NCc2ccccc2)ccc1C,-4.0%

# Compound activity (PubChem BioAssay)
